Screening results from PubChem.
CASP6 VEID inh: inhibitors of human caspase-6 | inhibition, % at 12.5 µM | 350,000 compounds, 0.53% hits | purified caspase-6, Z-VEID-R110 cleavage fluorescence | P55212;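 active means mean inhibition across replicates at least about 35%, with every replicate also reaching that limit, limit read from the data; inconclusive means only one of the two criteria met; inactive means neither criterion met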;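 further: 0% = median of neutral control wells and 100% = no fluorescence left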
Target sequence (P55212 24-179 limits assumed): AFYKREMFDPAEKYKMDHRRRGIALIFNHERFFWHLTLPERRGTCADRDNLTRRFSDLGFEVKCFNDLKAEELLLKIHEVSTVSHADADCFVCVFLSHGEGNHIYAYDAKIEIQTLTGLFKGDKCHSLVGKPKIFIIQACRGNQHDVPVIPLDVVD
Target sequence (P55212 194-293 limits assumed): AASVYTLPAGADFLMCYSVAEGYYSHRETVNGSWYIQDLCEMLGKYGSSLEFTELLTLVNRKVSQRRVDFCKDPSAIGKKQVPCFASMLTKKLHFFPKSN
LGR2 inh: blocks bursicon-induced cAMP signaling via Drosophila LGR2 | HEK293 LGR2, CRE-luciferase, bursicon-stimulated, 4 h | inhibition, % at 9.99 µM | 380,000 compounds, 0.35% hits | AID 720647;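 active means drop in luminescence signal, shown as inhibition above about 50% in the replicate tests, limit read from the data, passing the limit was not always enough; inconclusive means probably only some replicates passing the limit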;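 further: agonist challenge used bursicon conditioned medium at about half maximal strength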
S100A4 MyoIIA: S100A4-myosin IIA interaction inhibition; P26447; inhibition, % at 10.7 µM; 360,000 compounds, 0.14% hits; S100A4/TAMRA-MyoIIA peptide fluorescence polarization;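 active means mean inhibition of at least 70% across replicates, with every replicate also reaching that level; inconclusive means mean inhibition reaches 70% but some replicates fall short; inactive means mean inhibition below 70%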
Target sequence (P26447 whole entry, looked up): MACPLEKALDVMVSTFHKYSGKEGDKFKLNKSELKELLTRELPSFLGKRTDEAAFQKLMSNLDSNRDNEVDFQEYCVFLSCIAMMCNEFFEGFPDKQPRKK
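Test system: S100A4 monomer protein. Medium: HEPES buffer with Ca2+, pH 7.2. Reagent: fluorescent myosin IIA peptide, 5 nM. Compound dosing: single-point compound testing. Timing: 5 min between mix addition and reading. Benchmarks: DMSO neutral and TFP positive wells.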
C2C12 statin: suppression of simvastatin myotoxicity | rescue of ATP level, % at 7.49 µM | C2C12 myotubes + simvastatin, ATP luminescence, 48 h; scaled: DMSO 0, geranylgeraniol control 100 | 330,000 compounds, 0.78% hits;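 active means mean ATP rescue above about 67%, or every replicate alone reaching that limit, limit read from the data, passing the limit was not always enough; inconclusive means no clear call, values can overlap the other calls; inactive means mean under the limit and some replicate under it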;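 further: myotubes were challenged with 10 µM simvastatin during compound exposure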
FN deposit inh: fibronectin deposition inhibition; AH1F fibroblasts, Alexa488-fibronectin deposition fluorescence, overnight; inhibition, % at 12.6 µM; AID 743247; 350,000 compounds, 0.086% hits;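 active means mean inhibition across replicates of 30% or more, regardless of how many single replicates reach that level; inconclusive means mean under 30% yet at least half of replicates reach 30%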;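 further: positive control wells lacked labelled fibronectin entirely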
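Assay system: AH1F fibroblasts assembling fluorescent fibronectin matrix; Amount: 10000 AH1F cells per well; Buffer or medium: DMEM, 2% serum; Probe or stimulus: Alexa488-fibronectin, 24 nM final in well; Doses: single compound dose, delivered by pin transfer; Incubation: 1 h adhesion, overnight exposure; Measured by: fluorescence 485/525 nm; Read-out: fibronectin deposition inhibition.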
SIRT5 inh: inhibitors of human sirtuin-5 desuccinylase; AID 652115; inhibition, % at 15 µM; Purified SirT5, succinyl-peptide AMC, trypsin-coupled fluorescence; Q9NXA8; 330,000 compounds, 1.1% hits; in the data active means inhibition above about 15%; inconclusive means no clear call, values can overlap the other calls
Target sequence (Q9NXA8 whole entry, looked up): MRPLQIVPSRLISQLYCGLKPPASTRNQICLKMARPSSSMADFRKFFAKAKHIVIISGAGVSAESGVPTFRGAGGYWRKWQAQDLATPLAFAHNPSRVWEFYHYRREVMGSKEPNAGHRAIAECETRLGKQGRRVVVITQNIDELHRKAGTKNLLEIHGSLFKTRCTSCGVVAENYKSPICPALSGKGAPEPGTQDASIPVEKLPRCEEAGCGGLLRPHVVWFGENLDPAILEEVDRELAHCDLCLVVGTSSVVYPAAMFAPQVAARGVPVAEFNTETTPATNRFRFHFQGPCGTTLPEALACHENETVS
esBAF inh: SWI/SNF esBAF complex inhibition; mouse ES cells, Bmi1-luciferase knock-in reporter, 24 h; 100% = twice the neutral-well signal; reporter increase, % at 12.5 µM; 350,000 compounds, 2% hits; in the data active means activation above about 40%; inconclusive means no clear call, values can overlap the other calls;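 further: 0% = median of the plate's neutral control wells and 100% = double that signal; a rise in the Bmi1 reporter signal indicates esBAF inhibition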
Numbers without * were called inactive; ? = inconclusive; . = not tested or not shown; & = joins results of further samples. These rows are one share of the data, so the mix of outcomes need not match the whole.

SMILES	CASP6 VEID inh	LGR2 inh	S100A4 MyoIIA	C2C12 statin	FN deposit inh	SIRT5 inh	esBAF inh
COc1cc(OC)c(OC)cc1CNCCc1ccc(F)cc1	-3	22	0	9	-2	-2	-11
COC12CCC3(CC1C(C)(O)C(C)(C)C)[C@H]1Cc4ccc(OC5OC(C(=O)O)[C@@H](O)C(O)[C@H]5O)c5c4[C@@]3(CCN1CC1CC1)C2O5 (stereo not given in full)	0	13	0	-7	.	.	-3
O=C(O)c1cc(S(=O)(=O)N2CC3CC(C2)c2cccc(=O)n2C3)ccc1F (stereo not given)	-1	14	-14	.	.	.	.
CCOc1cc2c(cc1OCC)-n1cccc1C(c1ccccc1OC)NC2 (stereo not given)	-3	15	0	-15	7	-3	-10
COc1cc2c(c(OC)c1OC)-c1ccc(O)c(=O)cc1[C@@H](N)CC2	9	.	5	-146	.	0	-28
COc1ccccc1OCC(=O)N1CCCC(N2CCN(c3ccc(F)cc3)CC2)C1 (stereo not given)	3	3	-4	3	-10	0	-1
CCOC(=O)C1(CCc2ccccc2)CCN(C(C)CSC)CC1 (stereo not given)	0	9	-4	0	1	-2	-8
Cc1ccccc1-n1c(O)c(/C=N/c2nccs2)c(=O)[nH]c1=O	-1&2	1&-11	-5&-17	-1&0	-6&-6	-3&-4	-4&-3
O=c1[nH]c(O)c(C=NCCc2ccccc2)c(=O)[nH]1	4	.	3	.	-3	-4	.
O=C1NC(=S)NC(=O)C1c1ccccc1	-1	-9	5	?	1	.	.
O=C(N/N=C/c1c(O)n(C2CCCCC2)c(=S)[nH]c1=O)c1ccccc1	-2	-11	-28	7	5	8	4
CC1CCC(C)(NS(=O)(=O)OCC(Cl)(Cl)Cl)CC1 (stereo not given)	1	-17	-1	22	-7	.	-6
C/C=C/c1ccc([C@@H]2[C@@H](CO)N3CCCCN(C(=O)Cc4cccnc4)C[C@H]23)cc1	0	19	2	-10	3	-1	1
C[n+]1ccc(-c2ccccc2)c2ccccc21	0	-13	-7	-135	5	.	-21
CCC(=Nc1ccccc1N)c1c(O)[nH]c(=O)[nH]c1=O	3	-5	0	-2	6	1	51*
CCCC#Cc1ccc([C@@H]2[C@H]3CN(C(=O)Cc4ccccn4)CCCCN3[C@H]2CO)cc1	0	-11	5	.	.	-1	.
CCOc1ccc(-n2c(O)c(C=NCCN(CC)CC)c(=O)[nH]c2=O)cc1	.	.	.	5	-7	.	-8
Cc1ccc(N/N=C/c2c(O)n(-c3ccccc3)c(=O)[nH]c2=O)cc1	1	2	-1	11	8	1	13
CCOC(=O)[C@@]1(C#N)C(c2ccc(Cl)c(Cl)c2)[C@H](C(N)=O)N2C=C(C(C)=O)C=C[C@H]21 (stereo not given in full)	.	10	.	-3	.	.	4
O=C(c1cn(Cc2ccccc2)c2ccccc12)N1CCCCC1	2	-11	4	.	9	1	.
CCC1=Nc2cc(C(=O)N3CCC4(CC3)OCCO4)ccc2Sc2ccc(C)cc21	1	0	-1	0	-5	3	-4
COCCNC(=O)CN1C2CCC1CC(O)(c1cccnc1)C2 (stereo not given)	-10	.	4	-9	1	-1	-6
CCNC(=O)[C@H]1O[C@@H](n2cnc3c(N)ncnc32)[C@H](O)[C@@H]1O	-2	3	-7&-1	6	11&6	-2	0
CNC(=O)Oc1ccc(C(=O)N2c3ccccc3NC(=O)C2C)cc1 (stereo not given)	1	-7	4	4	-2	2	-3

Among those listed so far, four have an aryl methoxy group:
SMILES	CASP6 VEID inh	LGR2 inh	S100A4 MyoIIA	C2C12 statin	FN deposit inh	SIRT5 inh	esBAF inh
COc1cc(OC)c(OC)cc1CNCCc1ccc(F)cc1	-3	22	0	9	-2	-2	-11
CCOc1cc2c(cc1OCC)-n1cccc1C(c1ccccc1OC)NC2 (stereo not given)	-3	15	0	-15	7	-3	-10
COc1cc2c(c(OC)c1OC)-c1ccc(O)c(=O)cc1[C@@H](N)CC2	9	.	5	-146	.	0	-28
COc1ccccc1OCC(=O)N1CCCC(N2CCN(c3ccc(F)cc3)CC2)C1 (stereo not given)	3	3	-4	3	-10	0	-1

Next results
SMILES	CASP6 VEID inh	LGR2 inh	S100A4 MyoIIA	C2C12 statin	FN deposit inh	SIRT5 inh	esBAF inh
O=C1NC(=S)NC(=O)C1=Cc1c(Cl)cccc1Cl	2	0	-7	-3	-2	.	-1
O=C(Cc1c(-c2ccccc2)nc2ccc(Br)cn12)N1CCCC1	3	-70	-2	.	0	.	.
C[C@]12CC[C@H](O)C[C@@H]1CC[C@@H]1[C@@H]2CC[C@]2(C)[C@@H](C(=O)O)C[C@@H]12	.	6	1	8	0	.	-9
CCN1CCN(C(=O)Cc2c(C)n(C(=O)c3ccc(Cl)cc3)c3ccc(OC)cc23)CC1	-66	1	1	.	.	2	.
O=C(O)COc1ccccc1/C=C1\C(=O)NC(=O)N(CCC2=CCCCC2)C1=O	9	11	8	.	0	7	.
CC(NC(=O)Cc1cccc2ccccc12)C(=O)N1CCC(=O)CC1 (stereo not given)	15	24	3	.	-2	-1	.
Cc1nnc(SCc2nc3ccccc3c(=O)n2-c2ccccc2Cl)n1N	.	.	.	11	-7	.	3
OC(CCNCCc1c[nH]c2ccccc12)C(F)(F)Cl (stereo not given)	0	17	-1	.	.	2	.
CN1C(=O)N(C)C(=O)C2(Cc3cc(NC(=O)c4ccc(F)cc4)ccc3N3CCCC32)C1=O (stereo not given)	4	-1	-4	-3	7	4	3
CC(=O)c1ccc(NC(=O)N2C[C@H]3C[C@@H](C2)c2cccc(=O)n2C3)cc1	-5	1	-1	-9	.	2	-5
C[C@H]1CN([C@@H](C)CO)C(=O)CCCn2nncc2CO[C@@H]1CN(C)C(=O)Oc1ccc2ccccc2c1	3	5	-7	9	-4	-7	1
O=C(c1ccc2c(c1)OCO2)C1CCCN(Cc2ccc(F)c(F)c2)C1 (stereo not given)	6	4	-1	16	0	0	4
COc1ccc(CCNCc2ccc(C)s2)cc1OC	6	2	3	.	-16	2	.
COc1ccc(C(=O)C2CCCN(Cc3ccc(C)s3)C2)c(OC)c1 (stereo not given)	3	0	-1	.	6	-2	.
Oc1ccc(CCNCc2cc3c(cc2Br)OCO3)cc1	1	1	0	.	-1	.	.
O=C(Cc1ccccc1)OCc1ccccc1	-1	10	-2	6	.	.	5
COc1ccc(CN2CCN(C(=O)Cc3ccccc3)CC2)cc1Br	0	-8	12	18	3	1	1
CCCCn1nc(C)c(C(=O)O)c1Cl	-5	4	-1	.	2	1	.
Cc1ccnc(-n2c(-c3ccccc3)nc3ccccc3c2=O)c1	-1	-23	9	11	.	-1	-5
CCOc1ccc(NC2=NCCCS2)cc1	-6	-3	-3	-5	4	-3	3
Cc1ccc(N=Cc2c(O)n(-c3ccc(C)cc3)c(=O)[nH]c2=O)cc1	-3	16	-1	-21	1	2	-5
c1ccc(C2(NC3=NCCO3)CCCCC2)cc1	2	1	-1	0	4	.	-3
CC(=O)N(C1=NCCCS1)c1ccc(Cl)cc1	5	-12	12	.	-6	-5	.
CC(C)C(=O)N1CCN(CCN=Cc2c(O)n(C)c(=O)n(C)c2=O)CC1	.	12	.	-10	.	.	-5
COC(=O)CC1=C(C(=O)OC)C2(C(=O)N(C)c3ccccc32)C(C#N)=C(N)O1 (stereo not given)	.	.	.	2	-9	.	0
CSCCC(c1nnnn1-c1ccc2c(c1)OCCO2)N1CCC(n2c(=O)[nH]c3ccccc32)CC1 (stereo not given)	13	13	-7	-17	-1	19*	0
C[n+]1c(-c2ccccc2)sc2ccccc21	2	-2	-39	15	-13	-2	22
CCN1CCN(C(=O)COc2ccc3oc4c(c3c2)CCCC4)CC1	1	.	-4	-6	1	8	-2
COc1ccc(CCN)cc1S(N)(=O)=O	-3	-5	-2	.	4	-2	.
CCOC(=O)C1(CCOc2ccccc2)CCN(Cc2ccc(C)s2)CC1	-2	-12	-5	-11	3	-1	-6
Cc1cc(/C=C2\C(=O)NC(=O)N(Cc3ccco3)C2=O)c(C)n1-c1ccc(O)cc1	69*	0	0	-13	11	0	10
CCOC(=O)C1(Cc2ccc(Cl)cc2)CCN(C(C)CCn2cccn2)CC1 (stereo not given)	1	7	9	.	0	2	.
C=CCn1c(O)c(C(C)=NCc2cc(OC)cc(OC)c2)c(=O)[nH]c1=O	.	.	.	16	-2	.	-32
C[C@]12C[C@H](O)[C@@H](O)CC1=CCC1C2CC[C@@]2(C)C1CC[C@@H]2O (stereo not given in full)	3	12	-7	6	8	-2	-8
N/C(=N\[N+](=O)[O-])N/N=C/c1ccc(O)cc1	4	8	0	5	.	-2	-14
Nc1ccccc1C(=O)c1ccccc1	1	-3	12	-5	-3	.	6
Fc1ccc(CNCCc2ccc3c(c2)OCO3)cc1	-4	4	-8	7	0	-3	2
CC(=O)c1cc(C(C)=O)c(C)[n+](C)c1C	-7	1	-20	1	4	-2	-4
S=C(NCCc1ccccc1)N1Cc2ccccc2-n2nncc2C1	3	3	5	10	-12	2	1
COc1cccc(-c2cc(C(F)(F)F)n3nc(C(=O)N4CCC5(CC4)OCCO5)cc3n2)c1	.	-13	.	6	.	.	-4
Cn1cccc1/C=C1\C(=O)NC(=O)N(Cc2ccccc2)C1=O	28	13	7	.	-9	-1	.
O=C1CNC[C@@H]2[C@H](c3ccc(Br)cc3)[C@H](CO)N12	0	-10	3	.	-2	-3	.
CC(C)(C)c1ccc(CN2C(=O)CN=C(c3ccccc3)c3ccccc32)cc1	.	18	.	-45	-11	.	17
Cc1ccccc1-c1nc2ccccc2c(=O)n1C	4	-10	-3	-10	10	-3	5
S=C=Nc1ccccn1	-1	-31	2	11	2	.	24
COC(=O)[C@H]1[C@H](CO)[C@H]2Cn3c(ccc(-c4ccccc4)c3=O)[C@@H]1N2CC1CCCCC1	4	-3	1	2	.	-3	-6
CN(C)[C@@H]1C(=O)C(C(N)=O)=C(O)[C@@]2(O)C(=O)C3=C(O)c4c(O)cccc4[C@@](C)(O)[C@H]3[C@H](O)[C@@H]12	69*	-2	-2&42	-5&-1	3	41*	-1&-7
Cc1ccc(N2C(=O)NC(=O)/C(=C/c3ccoc3)C2=O)cc1	85*	8	-22	.	2	18*	.
O[C@@H]1CCCC[C@H]1N1CCC(c2ccccc2)CC1	0	-1	-7	4	.	-2	-1
CC(C)=CCc1c(O)cc2c(c1O)C(=O)CC(c1ccc(O)cc1)O2 (stereo not given)	-2	-2	-11	2	.	.	-4
OC(c1ccccc1)(c1ccc(Cl)cc1)C1CN2CCC1CC2 (stereo not given)	-3	.	-5	.	7	-4	.
CCN[C@@H](C)Cc1cccc(C(F)(F)F)c1	4	8	13	10	.	.	1
CCN1CCN(c2cc(=O)n3ccccc3n2)CC1	-2	5	2	-13	10	-3	0
COc1ccc(OC(=O)N(C)C[C@@H]2OCc3ccccc3-c3c(n(C)c4ccccc34)C(=O)N([C@@H](C)CO)C[C@@H]2C)cc1	8	-8	1	.	0	7	.
COC(=O)[C@@H]1[C@@H](CO)[C@@H]2Cn3c(ccc(C4=CCCCC4)c3=O)[C@H]1N2Cc1ccccc1OC	1	-2	-5	.	.	-12	.
CCCCC(CC)COCCCN=Cc1c(O)[nH]c(=S)[nH]c1=O (stereo not given)	-4	1	-17	.	0	-2	.
O=c1c2ccccc2nc(-c2ccc([N+](=O)[O-])cc2)n1-c1ccccc1	-5	-4	-2	.	-3	-1	.
CN(C)CC#CCC(O)(c1ccccc1)C1CCCC1 (stereo not given)	.	.	.	-5	13	.	2
Cc1nc2ccccc2c(=O)n1-c1ccc(-c2ccccc2)cc1	2	9	0	0	4	-6	8
